Screening data: PubChem, National Center for Advancing Translational Sciences (NCATS)
HBB splice mod: qHTS Assay for Modulators of Hemoglobin Beta Chain Splicing | HBB splicing reporter cell assay, activation; EGFP reporter with mutant IVS2-654 intron; response scale: normalised to 500 nM splice-correcting PNA | Potency, µM (top dose mostly 46.1 µM), for the others: top-dose activation, actives largely listed as activators | 0.06% of 65,000 active; also: potency is read from the fitted curve at half-maximal effect; 0% is about no effect
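HeLa cells stably expressing EGFP interrupted by mutant beta-globin intron 2 (IVS2-654), 500/well in 2% FCS. Treated with compound for 2 days at 37C. Splicing correction scored as total well GFP intensity (488 nm excitation, 500-520 nm emission); 500 nM antisense PNA served as control.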
BRCT PPI green: qHTS Assay for Inhibitors of BRCT-Phosphoprotein Interaction (Green Fluorophore) | Potency, µM (top dose mostly 76.9 µM), inactives show at the highest dose activity change, negative = inhibition, most hits filed as inhibitors | 0.05% of 75,000 active | Breast cancer type 1 susceptibility protein (Homo sapiens), P38398 | BRCA1 BRCT-phosphopeptide binding, green fluorescence polarization;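 also: potency is read from the fitted curve at half-maximal effect; plate controls were peptide without protein for full effect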
Target sequence (P38398 whole entry, looked up): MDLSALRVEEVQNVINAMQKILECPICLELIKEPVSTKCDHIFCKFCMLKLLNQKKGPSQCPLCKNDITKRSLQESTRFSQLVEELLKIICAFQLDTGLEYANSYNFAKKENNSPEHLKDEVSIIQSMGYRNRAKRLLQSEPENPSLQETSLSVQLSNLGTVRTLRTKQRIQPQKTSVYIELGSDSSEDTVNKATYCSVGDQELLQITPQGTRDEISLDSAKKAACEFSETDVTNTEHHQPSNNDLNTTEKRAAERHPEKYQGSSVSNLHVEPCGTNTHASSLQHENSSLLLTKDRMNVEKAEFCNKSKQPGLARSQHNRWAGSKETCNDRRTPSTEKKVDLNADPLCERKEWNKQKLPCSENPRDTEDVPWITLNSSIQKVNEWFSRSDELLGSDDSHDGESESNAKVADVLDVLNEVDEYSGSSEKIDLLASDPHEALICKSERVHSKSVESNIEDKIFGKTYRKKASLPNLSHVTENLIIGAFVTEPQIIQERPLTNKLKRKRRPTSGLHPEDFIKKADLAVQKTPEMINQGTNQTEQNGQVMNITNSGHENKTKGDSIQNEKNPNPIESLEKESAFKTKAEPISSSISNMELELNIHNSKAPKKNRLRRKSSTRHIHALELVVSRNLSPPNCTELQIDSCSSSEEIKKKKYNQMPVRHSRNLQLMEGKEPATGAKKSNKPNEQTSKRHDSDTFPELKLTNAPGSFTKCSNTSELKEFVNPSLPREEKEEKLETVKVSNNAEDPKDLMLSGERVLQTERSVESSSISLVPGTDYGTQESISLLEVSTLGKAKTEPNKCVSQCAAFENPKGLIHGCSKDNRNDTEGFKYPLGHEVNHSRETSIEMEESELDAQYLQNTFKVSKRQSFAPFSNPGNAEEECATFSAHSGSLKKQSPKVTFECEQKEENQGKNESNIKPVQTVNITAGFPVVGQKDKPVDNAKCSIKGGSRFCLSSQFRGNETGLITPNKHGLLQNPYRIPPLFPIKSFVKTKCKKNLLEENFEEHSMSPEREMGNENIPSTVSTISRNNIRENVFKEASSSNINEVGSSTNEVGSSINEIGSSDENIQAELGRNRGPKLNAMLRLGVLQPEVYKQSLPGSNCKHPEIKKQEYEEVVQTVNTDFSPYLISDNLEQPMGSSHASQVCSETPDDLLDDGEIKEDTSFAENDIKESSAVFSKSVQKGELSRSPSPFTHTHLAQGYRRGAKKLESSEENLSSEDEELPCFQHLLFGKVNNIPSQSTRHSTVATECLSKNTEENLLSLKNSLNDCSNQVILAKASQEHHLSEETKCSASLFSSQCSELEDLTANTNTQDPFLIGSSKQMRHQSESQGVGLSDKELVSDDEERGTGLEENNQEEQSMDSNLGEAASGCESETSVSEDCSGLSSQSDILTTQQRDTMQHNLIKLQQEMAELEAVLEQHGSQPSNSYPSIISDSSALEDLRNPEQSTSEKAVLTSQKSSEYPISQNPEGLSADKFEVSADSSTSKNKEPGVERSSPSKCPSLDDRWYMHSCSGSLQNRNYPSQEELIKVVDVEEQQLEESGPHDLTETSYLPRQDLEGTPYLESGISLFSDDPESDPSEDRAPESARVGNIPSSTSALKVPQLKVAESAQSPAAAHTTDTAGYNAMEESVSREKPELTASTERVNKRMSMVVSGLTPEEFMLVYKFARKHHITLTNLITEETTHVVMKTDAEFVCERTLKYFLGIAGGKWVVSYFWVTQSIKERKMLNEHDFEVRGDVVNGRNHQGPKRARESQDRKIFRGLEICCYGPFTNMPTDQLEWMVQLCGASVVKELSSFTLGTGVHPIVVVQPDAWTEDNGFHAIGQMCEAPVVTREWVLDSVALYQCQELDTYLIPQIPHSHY
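Compounds were incubated for 12 min at room temperature with a complex of 100 nM fluorescein-tagged pBACH1 decapeptide and 250 nM His-tagged BRCT protein. Buffer was phosphate pH 7.3 with EDTA, DTT and Tween 20. Disruption of binding lowers the polarization signal.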
DNA Pol III inh: qHTS Assay for Inhibitors of DNA Polymerase III Holoenzyme System | Potency, µM (top dose mostly 57.1 µM), for the others: at the highest dose activity change, negative = inhibition | reconstituted DNA polymerase III holoenzyme replication, biochemical | 0.25% of 71,000 active | AID 603, 2007; also: potency is read from the fitted curve at half-maximal effect; % is scaled to controls: 0 for no effect and ±100 for the full control effect
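Reconstituted *E. coli* holoenzyme (0.35 nM Pol III, 1 nM beta, 154 nM SSB, 2 nM primase) was preincubated with compound for 15 min at RT. Synthesis on 1.4 nM ssM13Gori ran 35 min, then was stopped with PicoGreen/EDTA and read as dsDNA fluorescence.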
Epigenetic mod: qHTS Assay for Epigenetic Modulators. Potency, µM (highest dose often 46.1 µM), without a hit: top-dose GFP derepression (activation). mouse C127i GFP locus derepression, cytometry, 30 h. 0.09% of 68,000 active; also: % of control where 0% means no effect
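Murine C127i mammary cells carrying a silenced, stably integrated CMV-driven GFP reporter were treated with compound for 30 hours at 37 C. After PBS washes, GFP-positive cells were counted by laser-scanning microplate cytometry.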
UbGFP stabilizer: Ubiquitin-GFP Assay. Ubiquitin-GFP reporter cells, proteasome inhibition, GFP fluorescence; response scale: untreated = 0%, 10 µM MG-132 = 100%. Potency, µM (doses to about 45.9 µM), for inactives: top-dose activation (GFP accumulation), usual class: activators. AID 526, 2006. 67,000 tested, under 10 active; active = well fitted activation curve with a large enough effect, not every such curve was filed as active; inconclusive = small, poorly fitted or top-dose-only effect, or another doubt; inactive = no such curve, though single readings can be large or run the other way; also: potency is read from the fitted curve at half-maximal effect
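U2OS Ub(G76V)-GFP reporter; O/N plating, 0.5% FBS; cpd 46 uM–2.9 nM, 4 h, 37 °C; GFP+ cell count, 488/515 nm; norm. to basal vs 10 uM MG-132; CRC fit.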
15-hLO inh: qHTS Assay for Inhibitors of 15-hLO (15-human lipoxygenase). Potency, µM (highest dose often 57.1 µM), for the others: at the highest dose activity change, negative = inhibition, usual class: inhibitors. AID 887, 2007. 1.4% of 74,000 active. Polyunsaturated fatty acid lipoxygenase ALOX15 (Homo sapiens), P16050. purified 15hLO-1, xylenol orange hydroperoxide absorbance; also: potency is read from the fitted curve at half-maximal effect; % is scaled to controls: 0 for no effect and ±100 for the full control effect; nearly all actives have a fitted effect of over 55% in size
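Purified human 15hLO-1 (40 nM) in 25 mM Hepes pH 7.5, 0.01% Triton X-100, preincubated 15 min RT with compound, then 50 uM arachidonic acid for 6 min. Hydroperoxide read by ferrous/xylenol orange, 30 min; 573/405 nm absorbance ratio gave progress.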
USP2a inhib: qHTS Assay for Inhibitors of Ubiquitin-specific Protease USP2a; Ubiquitin carboxyl-terminal hydrolase 2 (Homo sapiens), O75604; USP2a enzymatic assay, qHTS inhibition; Potency, µM (highest dose often 38.3 µM), without a hit: top-dose activity change, negative = inhibition, actives largely listed as inhibitors; 0.1% of 60,000 active; AID 927, 2007;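 also: potency is read from the fitted curve at half-maximal effect; nearly all actives have a fitted effect of over 60% in size; plate controls were DMSO for no effect and NEM full inhibition control for full effect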
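Inhibition is measured in a cell-free coupled assay with 20 nM USP2 core, 20 nM Ub-PLA2 and 20 uM NBD C6-HPC, 2.5 h incubation. Activity normalized to NEM control.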
CRE-bla Fsk: Cell signaling CRE-BLA (Fsk stim); CHO CRE-bla reporter (cAMP response element driving beta-lactamase), forskolin EC10, beta-lactamase ratio; Potency, µM (titrated, usually from 38.2 µM), without a hit: at the highest dose activity change, negative = inhibition, hits mostly activators; AID 662, 2007; 2.5% of 71,000 active; active = well fitted activation curve with a large enough effect in the signal ratio, with a control signal flat, not every such curve was filed as active; inconclusive = small, poorly fitted or top-dose-only effect, or effect the other way, or a change in a side signal; the % refers to the signal ratio; also: potency is read from the fitted curve at half-maximal effect; % of control where 0% means no effect
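The 460nm/530nm emission ratio after CCF4 loading defined %Activity, from which AC50 values were obtained. CRE-bla CHO cells received compound dilution series together with an EC10 level of NKH 477 for 3 hours at 37 degrees Celsius.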
Hsp90 Hop PPI: qHTS Assay for Disrupters of an Hsp90 Co-Chaperone Interaction | Potency, µM (highest dose often 57 µM), without a hit: at the top dose activity change, negative = inhibition | 0.44% of 71,000 active | AID 595, 2007 | Hsp90 C-terminal peptide / TPR2A (Hop) interaction, human | AlphaScreen TPR2A-His6 binding biotin-Hsp90 C-terminal peptide; active = well fitted curve in either direction with a large enough effect; inconclusive = small, poorly fitted or top-dose-only effect, or another doubt; also: potency is read from the fitted curve at half-maximal effect; % is scaled to controls: 0 for no effect and ±100 for the full control effect; many of its hits are not listed in these tables
BRCT PPI red: qHTS Assay for Inhibitors of BRCT-Phosphoprotein Interaction (Red Fluorophore); BRCT-phosphopeptide binding, red fluorescence polarization; 0.03% of 75,000 active; Potency, µM (titrated, usually from 76.9 µM), for inactives: top-dose activity change, negative = inhibition, usual class: inhibitors; Breast cancer type 1 susceptibility protein (Homo sapiens), P38398; AID 892, 2007; also: % is scaled to controls: 0 for no effect and ±100 for the full control effect
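Rhodamine-labelled pBACH1 10-mer (100 nM) bound to BRCT domain (100 nM) at pH 7.3; compounds incubated 12 min room temperature, polarization read. Free peptide defines full inhibition; unlabelled decapeptide titrated as control.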
HADH2 inh: qHTS Assay for Inhibitors of HADH2 (Hydroxyacyl-Coenzyme A Dehydrogenase, Type II). 3-hydroxyacyl-CoA dehydrogenase type-2 (Homo sapiens), Q99714. recombinant HADH2, NADH fluorescence, beta-hydroxybutyryl-CoA. Potency, µM (titrated, usually from 57.1 µM), for inactives: at the top dose activity change, negative = inhibition, actives largely listed as inhibitors. 3.4% of 73,000 active; also: potency is read from the fitted curve at half-maximal effect; % is scaled to controls: 0 for no effect and ±100 for the full control effect; nearly all actives have a fitted effect of over 60% in size; many of its hits are not listed in these tables
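Read-out: 360 nm excitation, 450 nm emission, kinetic over 4 min. Conditions: His-tagged human HADH2 20 nM, pH 9.0 Tris with Tween-20, 1 mM NAD+, 90 uM beta-hydroxybutyryl-CoA.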
* marks the source's active call; other numbers are inactive results; ? = inconclusive; . = not tested or not shown; & = joins results of further samples; [ ] = remark or other dose. Unless noted, calls follow the shape of the dose curve; as a rule, active = well fitted curve in the direction sought with a large enough effect; inconclusive = small, poorly fitted or top-dose-only effect, or another doubt; inactive = no such curve, though single readings can be large; an effect the other way counts as inactive or inconclusive.

SMILES | HBB splice mod | BRCT PPI green | DNA Pol III inh | Epigenetic mod | UbGFP stabilizer | 15-hLO inh | USP2a inhib | CRE-bla Fsk | Hsp90 Hop PPI | BRCT PPI red | HADH2 inh
Cc1cc(C(=O)OCC(=O)NC2CCS(=O)(=O)C2)c(C)n1-c1ccccc1 (configuration not stated) | -0.9% | -0.4% | 6.7% | -2.4% | -16.1% | 0.5% | 10.1% | ? | -11.6% | -0.5% | -0.6%
Cc1cncn1CCc1nc2c3ccccc3nc(=S)n2[nH]1 | -1.4% | -1.6% | -1.1% | 1.4% | 4.0% | 0.3% | -4.7% | ? | -10.2% | 1.3% | -1.8%
O=C(Nn1cnnc1)c1ccccc1-c1ccccc1 | 0.3% | 1.3% | 5.6% | -2.7% | -5.8% | 5.7% | 5.2% | ? | -7.1% | 0.7% | 1.6%
O=C(NCCCN1CCCC1=O)c1cccc(N2CCCC2=O)c1 | -0.5% | -1.9% | -0.7% | -1.4% | 0.0% | 0.8% | -1.6% | 11.9% | -1.9% | -1.4% | -6.6%
CC(CN1CCCCC1)OC(=O)c1ccccc1Cl (configuration not stated) | -3.7%[0.369 µM] | -0.2% | 0.4% | 0.0% | -4.3% | 4.8% | 1.5% | -2.4% | -3.6% | 1.2% | 4.4%
CCOc1ccc(NC(=O)CN2CCN(CC(=O)Nc3ccc(F)c(F)c3)CC2)cc1 | -4.9% | -1.8% | 6.1% | -1.1% | -2.0% | -8.5% | 19.9% | -2.6% | -4.0% | -1.0% | 3.7%
O=C(O)c1ccc(B(O)O)cc1 | 0.0% | -1.8% | . | . | . | 2.6% | . | . | . | 1.2% | -3.1%
CNC(=O)Nc1ccccc1NC(=O)NC | 0.0% | 0.7% | -6.6% | 0.0% | -5.1% | 0.1% | -4.9% | -1.7% | -2.3% | 1.1% | -5.3%
CC(C)(CO)Cc1cc(C(C)(C)C)c(O)c(C(C)(C)C)c1 | -0.9% | -1.2% | -5.1%&-10.0% | -1.4%&-1.7% | 3.2%&-3.3% | ? | -22.1% | ? | 6.9%&1.9% | -4.3% | -8.9%&-22.9%
Cn1c(SCC(=O)Nc2ccc(F)cc2F)nnc1-c1cccnc1 | -0.5% | 0.9% | -5.1% | . | 7.4% | -2.5% | . | 7.8% | -1.5% | 0.0% | -2.1%
O=C(Nc1nnc(C2CCCC2)s1)C1CCN(S(=O)(=O)c2ccc(Cl)cc2)CC1 | -7.4% | -7.1% | -11.2% | -1.2% | 2.5% | 5.5% | 1.4% | ? | -3.3% | 0.4% | -1.7%
COC(=O)c1ccc(CCc2cc(O)ccc2O)cc1 | 2.7%[9.22 µM] | -0.4%[15.4 µM] | -9.2%[11.4 µM] | 10.3%[9.22 µM] | -0.8%[9.17 µM] | 1.58µM* | . | -16.3%[7.6 µM] | 0.3%[11 µM] | -0.2%[15.4 µM] | 1.26µM*
CC(=O)C(Sc1nc(-c2ccc(F)cc2)nc2c1c(=O)n(C)c(=O)n2C)C(C)=O | 0.1% | -0.5% | -9.7% | . | 1.8% | 7.4% | . | 0.4% | -0.8% | 0.4% | 5.2%
Cn1ncc2c(Nc3ccc4ccccc4c3)ncnc21 | . | 0.8% | -4.9% | -3.4% | -6.0% | -4.7% | 13.7% | 12.9% | -6.4% | 0.2% | -8.5%
Cc1ccc(S(=O)(=O)NC(CC(=O)NC2CCCC2)c2ccco2)cc1 (configuration not stated) | -1.3% | -1.0% | -1.6% | 0.0% | -8.8% | 1.0% | 0.3% | -5.8% | 0.0% | -0.7% | 5.8%
Clc1cccc(Nc2nnc(-c3ccccc3)c3ccccc23)c1 | . | -1.8% | -4.0% | 0.0% | 2.5% | ? | . | ? | -6.2% | -1.2% | 4.9%
CC(C)(Oc1ccc(Cl)cc1)C(=O)N1CCN(c2ccccn2)CC1 | 0.2%[9.22 µM] | -0.1% | 3.2% | -1.6% | 18.2% | -11.4% | 7.4% | -8.3% | 9.7% | 0.0% | -5.6%
COc1cccc(-c2ccc3ncnc(NC4CCNCC4)c3c2)c1 | 1.9% | 4.8% | -14.3% | -2.6%[9.22 µM] | -4.9% | 1.5% | 10.9% | 0.9% | -2.4% | 0.8% | 9.9%
O=C(c1cc(=O)c2ccccc2o1)N1CCCc2ccccc21 | -1.6% | 0.2% | -8.7% | 1.3% | 2.7% | -8.0% | 0.7% | -11.1% | -6.2% | 0.9% | -2.0%
CN(Cc1cccs1)c1ncnc2sccc12 | 0.0%[57.5 µM] | 2.1% | -3.3% | 3.3% | -1.3% | -19.2% | 1.8% | -0.6% | 8.5% | -1.3% | -1.1%
COc1cccc(-c2ccc(=O)n(CC(=O)NCCN3CCOCC3)n2)c1 | . | -2.7% | -2.3% | -3.4% | -1.6% | 4.6% | 21.8% | 0.4% | -1.3% | -1.4% | -8.5%
O=C1COc2ccc(C(=O)NCc3ccco3)cc2N1 | 1.1% | -0.6% | -6.9% | 16.1% | -5.0% | 6.8% | 0.8% | -10.2% | -6.0% | -2.0% | -6.1%
Cc1nccn1-c1ccc(C(F)(F)F)cc1NC=O | -0.1%[57.5 µM] | 4.2% | -6.8% | -1.3% | -1.3% | 0.0% | -3.1% | 2.2% | -0.2% | -0.1% | -0.4%
Cc1ccc(-n2nc3c(c2NC(=O)c2ccc4c(c2)OCO4)CS(=O)C3)cc1 (configuration not stated) | -0.1% | -0.5% | -0.8% | 3.6% | -10.0% | 13.1% | 8.6% | 4.6% | -5.9% | 0.5% | 1.6%
Cc1ccc(Cn2nnc3c(=O)[nH]c(C4CCCN(C(=O)Nc5ccc(F)cc5)C4)nc32)cc1 (configuration not stated) | 1.5% | -0.3% | 4.8% | -2.3% | 1.0% | -6.9% | 22.6% | ? | -0.4% | 0.6% | 0.2%
COc1ccc(OC)c(-n2nnnc2SCC(=O)Nc2ccc3c(c2)OCCO3)c1 | . | -1.3% | 10.5% | 2.6% | 3.9% | -7.8% | -3.1% | -2.5% | -3.9% | 1.1% | -3.3%
COc1ccc(NC(=O)c2oc3ccccc3c2NC(=O)c2ccc3c(c2)OCO3)cc1 | -0.2% | 0.8% | 2.7% | 1.8% | 3.4% | -0.8% | 34.1%[activator] | 22.8% | 6.8% | -1.3% | 3.5%
COC(=O)COc1ccc(Oc2cc(C)nc(SC)n2)nn1 | -0.3% | -0.5% | -6.4% | -2.7% | 5.0% | 9.6% | 0.7% | ? | -0.4% | 0.7% | -0.5%
CC(=O)Nc1ccc(NC(=O)CNS(=O)(=O)c2ccc(C)cc2)cc1 | -0.1% | -1.2% | -2.2% | 6.4% | 3.0% | 3.4% | -0.6% | -1.3% | -2.1% | 0.5% | 9.9%
CCN1CCN(CC(=O)Nc2ccc3c(c2)OCO3)C(=O)C1=O | -0.8% | -1.7% | 0.9% | . | 11.0% | 6.8% | . | -9.2% | -0.3% | -0.3% | -0.2%
Cc1ccc(S(=O)(=O)NC2CCOC(C)(C)C2)cc1 (configuration not stated) | -0.7% | -0.7% | -2.2% | -1.1% | -1.0% | -0.3% | -1.9% | 6.3% | -0.8% | -1.2% | -0.8%
COc1ccc(N2C(=O)C3CCCN3C2c2cc(OC)c(OC)cc2OC)cc1 (configuration not stated) | -0.8% | -1.4% | -2.3% | 0.0% | -2.9% | 1.4% | . | ? | 1.1% | -0.7% | 0.6%

Only part of the results is shown, so the mix of outcomes need not match the whole.
